Source: PubChem BioAssay (Southern Research Specialized Biocontainment Screening Center)
influenza NS1A: H1N1 influenza NS1A inhibitors, functional cell based assay (AID 504329); NS1A functional cell-based assay, percent inhibition; higher % means a stronger effect; 0.3% of 340,000 active; inhibition, % at 12.5 µM, or IC50 in µM where a hit was titrated; in the data active = a potency from the dose series; inconclusive = inhibition above about 27% without an active follow-up result; note: strong numbers were not always called active
Salmonella PhoP GFP: Inhibition of PhoP regulon, Salmonella typhi GFP reporter cells, confirmation, 4 h (AID 1850). inhibition, % at 50 µM, or IC50 in µM where a hit was titrated. 0.33% of 310,000 active. Salmonella Typhi PhoP-promoter GFP reporter, fluorescence, 4 h; higher % means a stronger effect; in the data active = a potency from the dose series; inconclusive = inhibition mostly from about 25% at the one dose, without a potency; inactive = the rest, 99 in 100 with inhibition below about 19%;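 note: 0% = induced wells with vehicle and 100% = uninduced wells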
tuberculosis growth: growth inhibition of non-replicating M. tuberculosis (AID 488890). Mycobacterium tuberculosis non-replicating, growth inhibition; higher % means a stronger effect. inhibition, % at 25 µM, or IC50 in µM where a hit was titrated. 0.39% of 320,000 active; in the data active = a potency from the dose series; inconclusive = inhibition mostly from about 82% at the one dose, without a potency; inactive = the rest, 99 in 100 with inhibition below about 76%;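 note: plate controls were DMSO cells for no effect and high antibiotic wells for full effect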
M. tuberculosis HTS: M. tuberculosis growth inhibition, HTS (AID 449762). M. tuberculosis H37Rv growth inhibition, 7H9 media; higher % means a stronger effect. inhibition, % at 25 µM; hits with a dose series show IC50 in µM. 0.59% of 330,000 active; in the data active = a potency from the dose series; inconclusive = inhibition above about 70% without an active follow-up result;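 note: bacterial growth assessed after seven days of incubation; strong numbers were not always called active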
VEEV TC-83 Vero: inhibitors of VEEV TC-83 cytopathic effect, confirmation, Vero cells (AID 588727); 0.13% of 350,000 active; Vero cells, VEEV TC-83 cytopathic effect inhibition; higher % means a stronger effect; inhibition, % at 20 µM, or IC50 in µM where a hit was titrated; in the data active = a potency from the dose series; inconclusive = inhibition mostly from about 14% at the one dose, without a potency; inactive = the rest, 99 in 100 with inhibition below about 12%; note: strong numbers were not always called active
VEEV TC-83 Vero 10K pilot screen: recorded beside VEEV TC-83 Vero, whose call it bears; inhibition, %; measured here: 10K pilot screen inhibition
* marks the source's active call; other numbers are inactive results; i = inactive; u = inconclusive; x = no result given. No enrichment for hits. Share with any hit: about 1.4%.

SMILES	influenza NS1A	Salmonella PhoP GFP	tuberculosis growth	M. tuberculosis HTS	VEEV TC-83 Vero	others
CCC(C)c1ccccc1N1CC(C(=O)N2CCN(S(=O)(=O)c3ccc(F)cc3)CC2)CC1=O (configuration not stated)	9%	-6%	17%	6%	0.7%
COc1ccc(OC)c(C2=NOC(C(=O)N3CCN(c4ccccc4)CC3)C2)c1 (configuration not stated)	4%	-7%	3%	-2%	10%
CSc1cccc(NC(=O)C(C)NS(=O)(=O)c2ccc(F)cc2)c1 (configuration not stated)	5%	-1%	-4%	-6%	i
CCCn1c(SCC(=O)NC(=O)Nc2ccc(C)cc2C)n[nH]c1=O	-1%	-10%	11%	8%	1.3%
Cc1cccc(N2CCN(S(=O)(=O)c3ccc4c(c3)C(C)(C)C(=O)N4C)CC2)c1C	7%	-3%	18%	-12%	1.7%
Cc1cccc(C)c1NC(=O)C1CCCN1S(=O)(=O)c1ccc2c(c1)n(C)c(=O)c(=O)n2C (configuration not stated)	3%	2%	-1%	-7%	0.8%
Cc1cc(C)n(C(C)CNC(=O)c2ccc3c(c2)OCO3)n1 (configuration not stated)	-2%	-11%	-3%	2%	i
c1ccc2c(Cn3nnc4ccccc43)cccc2c1	0%	-1%	31%	-5%	i
Cc1nc(SCC(=O)Nc2cccnc2Cl)nc(C)c1C	0%	-9%	-10%	6%	1.0%
O=S(=O)(c1cc(Cl)cc(Cl)c1O)N1CCC2(CC1)OCCO2	11%	-3%	31%	-18%	1.5%
CCOC(=O)CNC(=O)CSc1nnc(-c2ccccc2)n1Cc1ccco1	-1%	-7%	9%	0%	0.2%
COCc1c(CN)cnc(C)c1N	2%	4%	6%	-1%	0.2%
Cc1ccc(S(=O)(=O)N(C)C)cc1NC(=O)CSc1nncs1	-2%	-6%	-9%	-5%	2.6%
CC(NC(=O)/C=C/c1ccco1)c1nc2ccccc2n1Cc1c(Cl)cccc1Cl (configuration not stated)	1%	-12%	-9%	10%	7.9%
Cc1cc(C)nc(NC(=O)c2ccccc2O)n1	-4%	5%	2%	-6%	2.6%
Cc1cc(C(=O)OCC(=O)N2CC(C)OC(C)C2)ccc1[N+](=O)[O-] (configuration not stated)	-13%	13%	-9%	0%	1.4%
COc1ccc(-n2c(-c3ccccc3[N+](=O)[O-])nc3ccccc3c2=O)cc1	-1%	1%	6%	2%	2.3%
CCCOC(=O)c1ccc(Cl)c(NC(=O)c2cccnc2)c1	x	5%	-3%	-5%	x
Cc1cccc(C(C)Nc2ccc([N+](=O)[O-])cn2)c1 (configuration not stated)	7%	3%	26%	3%	6.5%
O=C(NCCF)[C@H]1C[C@@H]1[C@H](NP(=O)(c1ccccc1)c1ccccc1)c1ccccc1	-1%	0%	5%	-2%	0.2%
COc1ccc(C(=O)Nc2nc(-c3ccccn3)cs2)cc1S(=O)(=O)N1CCOCC1	-9%	x	u	u	11%
COc1ccccc1NS(=O)(=O)c1ccc(NC(=O)N2CCCCC2)cc1	-3%	-5%	5%	-3%	0.2%
CC1CC1c1ccc(/C=C(\C#N)C(=O)Nc2ccccc2Cl)o1 (configuration not stated)	-2%	-9%	56%	7%	6.0%
O=C(c1cc(S(=O)(=O)N2CCOCC2)c(Cl)cc1Cl)N1CCCCC1	-6%	-2%	48%	-8%	i
CC(C)COc1cccc(C(=O)NC(=S)Nc2cccc(NC(=O)c3ccccc3Cl)c2)c1	8%	-6%	-2%	-2%	2.8%

Next results follow:
SMILES	influenza NS1A	Salmonella PhoP GFP	tuberculosis growth	M. tuberculosis HTS	VEEV TC-83 Vero	others
CCCCn1c(C)cc(/C=C(\C#N)C(=O)O)c1C	22%	-25%	-2%	-8%	0.1%
O=C(Nc1ccc(Cc2ccc(NC(=O)C3CC3)cc2)cc1)C1CC1	-12%	-3%	-6%	2%	i
CSc1n[nH]c(/N=C/c2oc(O)c3ccccc23)n1	9%	6%	x	7%	i
COC(=O)c1ccc(CN(C(=O)N2CCN(C)CC2)S(=O)(=O)c2ccc(C)cc2)cc1	7%	-2%	-5%	-8%	1.2%
CC(=O)Nc1cc(S(=O)(=O)Nc2cccc(C)c2)c(C)cc1C	6%	12%	2%	10%	1.0%
COc1cc(C(=O)NCC(=O)NNC(=O)CN(C)S(=O)(=O)c2ccc(Cl)cc2)cc(OC)c1OC	-5%	x	2%	-7%	6.4%
O=C(COC(=O)c1ccccc1Br)Nc1ccccc1F	0%	-11%	i	u	0.7%
CCOC(=O)N1CCN(C(=O)CCSc2ccc(C)cc2)CC1	-17%	-7%	19%	-4%	1.2%
Cc1ccc(C(=O)NCc2ccccn2)o1	-2%	-10%	-10%	-1%	0.2%
CCCc1cc(=O)oc2cc(OCC(=O)NCCCN3CCOCC3)ccc12	-1%	-4%	-11%	6%	1.5%
Cc1nc2ccccc2c(=O)n1NC(=O)c1cncc(Br)c1	-5%	-4%	-11%	-11%	0.8%	VEEV TC-83 Vero 10K pilot screen=1.2
O=C(O)c1cnc(-c2ccccc2)nc1C(F)(F)F	0%	2%	4%	-5%	0.5%
O=C(CCNS(=O)(=O)c1ccc(Cl)cc1)NCc1cccnc1	7%	5%	-11%	-1%	1.0%
Cc1cccc(C)c1NC(=O)CSc1nnc(-c2cccnc2)o1	9%	-10%	0%	-4%	1.4%
CC1(C)CC(NC(=O)C23CCC(C)(C2Br)C3(C)C)CC(C)(C)N1 (configuration not stated)	-6%	1%	-4%	5%	0.8%
Cc1ccc(NC(=S)NCCc2ccc(S(N)(=O)=O)cc2)cc1C	-4%	0%	55%	-24%	1.8%
CCC(=O)N1CCN(c2ccc(NC(=S)NC(=O)c3cccc([N+](=O)[O-])c3)cc2)CC1	-15%	-1%	u	-2%	i
CC1Sc2ccc(S(=O)(=O)CCC(=O)NCc3ccccc3)cc2NC1=O (configuration not stated)	2%	-6%	1%	-7%	0.2%
CCOc1ccc(-n2c(C)cc(/C=N/N(C)C)c2C)cc1	19%	-7%	74%	u	1.5%
O=C(NNC(=O)c1csc(-c2cnccc2C(F)(F)F)n1)c1ccc(C(F)(F)F)cc1	x	1%	64%	13%	4.2%
COc1ccc(S(=O)(=O)N2CCOC2CNC(=O)C(=O)NCCN2CCOCC2)cc1C (configuration not stated)	-4%	-7%	-6%	-4%	2.6%
N#C/C(=C(/O)CCl)c1nc2ccccc2[nH]1	9%	7%	u	u	u
Cc1ccc(S(=O)(=O)NC(C)c2ccccc2)cc1[N+](=O)[O-] (configuration not stated)	0%	2%	-7%	4%	0.9%
CCN(CC)CCCN1C(=O)C(O)=C(C(=O)c2ccco2)C1c1ccc(OC(C)C)cc1 (configuration not stated)	-1%	-8%	15%	4%	i
Cc1ccc(NCc2ccccc2O)cc1	3%	1%	22%	6%	1.9%

Ordered by molecular weight (smallest number first): some entries from above.
SMILES	influenza NS1A	Salmonella PhoP GFP	tuberculosis growth	M. tuberculosis HTS	VEEV TC-83 Vero	others
COCc1c(CN)cnc(C)c1N	2%	4%	6%	-1%	0.2%
Cc1ccc(NCc2ccccc2O)cc1	3%	1%	22%	6%	1.9%
Cc1ccc(C(=O)NCc2ccccn2)o1	-2%	-10%	-10%	-1%	0.2%
CCCCn1c(C)cc(/C=C(\C#N)C(=O)O)c1C	22%	-25%	-2%	-8%	0.1%
Cc1cccc(C(C)Nc2ccc([N+](=O)[O-])cn2)c1 (configuration not stated)	7%	3%	26%	3%	6.5%
CCOc1ccc(-n2c(C)cc(/C=N/N(C)C)c2C)cc1	19%	-7%	74%	u	1.5%
Cc1cc(C(=O)OCC(=O)N2CC(C)OC(C)C2)ccc1[N+](=O)[O-] (configuration not stated)	-13%	13%	-9%	0%	1.4%
Cc1cccc(C)c1NC(=O)CSc1nnc(-c2cccnc2)o1	9%	-10%	0%	-4%	1.4%
O=C(CCNS(=O)(=O)c1ccc(Cl)cc1)NCc1cccnc1	7%	5%	-11%	-1%	1.0%
CCCn1c(SCC(=O)NC(=O)Nc2ccc(C)cc2C)n[nH]c1=O	-1%	-10%	11%	8%	1.3%
Cc1ccc(NC(=S)NCCc2ccc(S(N)(=O)=O)cc2)cc1C	-4%	0%	55%	-24%	1.8%
O=S(=O)(c1cc(Cl)cc(Cl)c1O)N1CCC2(CC1)OCCO2	11%	-3%	31%	-18%	1.5%
CC1(C)CC(NC(=O)C23CCC(C)(C2Br)C3(C)C)CC(C)(C)N1 (configuration not stated)	-6%	1%	-4%	5%	0.8%
CCCc1cc(=O)oc2cc(OCC(=O)NCCCN3CCOCC3)ccc12	-1%	-4%	-11%	6%	1.5%
O=C(NCCF)[C@H]1C[C@@H]1[C@H](NP(=O)(c1ccccc1)c1ccccc1)c1ccccc1	-1%	0%	5%	-2%	0.2%
COc1cc(C(=O)NCC(=O)NNC(=O)CN(C)S(=O)(=O)c2ccc(Cl)cc2)cc(OC)c1OC	-5%	x	2%	-7%	6.4%

Going on with the list.
SMILES	influenza NS1A	Salmonella PhoP GFP	tuberculosis growth	M. tuberculosis HTS	VEEV TC-83 Vero	others
O=C(Nc1cccc(-c2ccccc2)c1)N1CCN(C(=O)Nc2cccc(-c3ccccc3)c2)CC1	3%	-5%	-18%	0%	2.9%
CCOc1ccc(NC(=O)Nc2cccs2)cc1	-8%	-3%	36%	5%	2.8%
Cc1ccccc1S(=O)(=O)Cc1ccc(C(=O)NCCN(Cc2ccccc2)C(C)C)o1	1%	2%	-1%	0%	2.1%
CCOC(=O)C1CCN(CC(O)COc2ccc(C(C)(C)C)cc2)CC1 (configuration not stated)	3%	3%	79%	u	2.6%
CC(C)C(=O)N1CCN(c2cc(N3CCN(C)CC3)c(F)cc2[N+](=O)[O-])CC1	-2%	13%	2%	0%	0.1%
CCN(CC)C(=O)Cn1cc(C=C2C(=O)N(C)C(=O)N(C)C2=O)c2ccccc21	18%	-3%	0%	5%	0.9%
O=C(CN1CCC(NC(=O)C2CCCCC2)CC1)Nc1cccc(F)c1	0%	x	x	x	4.6%
CCCNC(=O)C(=O)c1cccn1-c1ccsc1C(=O)OC	2%	-3%	-4%	1%	3.2%
O=C(NCc1ccc(Cl)cc1Cl)C1CCN(S(=O)(=O)c2ccc3c(c2)OCCCO3)CC1	-3%	-1%	32%	-9%	0.3%
COC(=O)c1cc(Br)c(=O)n(-c2ccc(OC)cc2)c1	1%	2%	-12%	-3%	0.3%
Cc1nn(-c2cc(Cl)ccc2N)c(=O)c2ccccc12	-7%	2%	1%	5%	0.2%
CCOC(=O)CN1C(=O)SC(CC(=O)Nc2nccs2)C1=O (configuration not stated)	15%	0%	-5%	-5%	i	VEEV TC-83 Vero 10K pilot screen=0.2
CCn1c(SCCN2CCCCC2)nnc1-c1ccc(S(=O)(=O)N2CCOCC2)cc1	11%	1%	-7%	-6%	0.4%
COc1ccc(CN(C)C(=O)C(Cc2ccccc2)NC(=O)c2ccccc2)c(OC)c1 (configuration not stated)	-1%	-3%	7%	1%	8.7%
CS(=O)(=O)N(Cc1ccccc1)c1ccc(C(=O)Nc2ccc(C(N)=O)cc2)cc1	-3%	-5%	16%	7%	i
COc1ccc(NC(=O)/C=C/c2ccco2)cn1	-6%	8%	8%	7%	1.3%
Cc1cc(C)c2nc(NNC(=O)c3ccc(S(=O)(=O)N4CC(C)CC(C)C4)cc3)sc2c1 (configuration not stated)	22%	-4%	-28%	-11%	i
C=CCn1c(COc2ccccc2)nnc1SCC(=O)N/N=C/c1ccc(C)cc1	2%	-6%	23%	-13%	i
COc1ccc(-c2cc(=O)n(CCC#N)[nH]2)cc1	2%	5%	10%	-8%	i
CC(/C=N/N1CCN(c2ccc(C)cc2)CC1)=C\c1ccccc1	-7%	-6%	x	2%	0.1%
Cc1ccc(/C=C/C(=O)Nc2cc(S(N)(=O)=O)ccc2O)cc1	0%	1%	40%	5%	2.2%
O=C(CNCc1ccc(Cl)cc1)Nc1ccc(C(=O)N2CCCCCC2)cc1	3%	7%	17%	0%	0.5%
Cc1cc(CNC(=O)Cc2ccc(F)cc2)c2ccccc2n1	-2%	-2%	20%	0%	0.6%
O=C(O)c1ccc2c(c1)C(=O)N(c1cccc3ccccc13)C2=O	-3%	2%	2%	4%	0.7%
Cn1c(SCC(=O)N/N=C/c2ccco2)nc2ccccc21	10%	8%	17%	-2%	0.9%
Cc1ccccc1NS(=O)(=O)c1ccc(NC(=O)c2nc3ncccn3n2)cc1	5%	3%	2%	2%	1.6%
COc1ccc(C(=O)CCNc2ccc(F)cc2)cc1	-13%	2%	5.2µM*	4%	i
O=C(NCc1ccc(F)cc1)c1cc2ccccc2o1	-7%	-9%	77%	10%	1.2%
